SV40 large T antigen – TAg ATPase/helicase activity blockers – biochemical (AID 1903); 0.39% of 310,000 active; SV40 large T antigen ATPase/helicase inhibition assay; higher % means a stronger effect; one-dose inhibition, % at 20 µM; IC50 in µM for titrated hits; in the data active = a potency from the dose series; inconclusive = inhibition mostly from about 32% at the one dose, without a potency; inactive = the rest, 99 in 100 with inhibition below about 32%; note: strong numbers were not always called active
RSV CPE inhibition – inhibition of RSV-induced cytopathic effect – HEp-2 cells, primary 10 µM value included (AID 2391) | 0.13% of 310,000 active | one-dose CPE inhibition, % at 10 µM; IC50 in µM for titrated hits | HEp-2 cells, RSV-induced CPE inhibition; higher % means a stronger effect; in the data active = a potency from the dose series; inconclusive = CPE inhibition mostly from about 23% at the one dose, without a potency; inactive = the rest, 99 in 100 with CPE inhibition below about 21%; note: strong numbers were not always called active
T cell modulator – T cell immune modulation candidate | 2C CD8+ T cell-vesicle binding, flow cytometry; stronger effect = lower value | calls only at 7 µM | 0.068% of 330,000 active | AID 2052;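 active = response, share of CD8 T cells binding vesicles, and their 90th percentile fluorescence all below set limits, cut at about 80% in these data, passing the limit was not always enough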
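Assay system: 2C TCR transgenic mouse naive CD8+ T cells, MACS-purified | Read-out: CD8+ gate FL2 mean fluorescence as % of same-row positive control | Signal: High-throughput flow cytometry with anti-B7-1 and anti-CD8 staining | Timing: Binding step 1.5 h, 37 °C, antibody labelling 20 min, ice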
bCat nuc transl – beta-catenin nuclear translocation modulation; HeLa beta-catenin nuclear translocation, immunofluorescence imaging; nuclear translocation activity, % at 5 µM; 0.3% of 190,000 active; AID 1665;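 active = nuclear translocation activity above 50% at 5 µM, with a well cell count of 50 or more; inconclusive = wells under 50 cells across six images, flagged as toxic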;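 note: per-cell ratio of nuclear to cytoplasmic median beta-catenin stain intensity; plate controls were DMSO negative control for no effect and GSK-3 inhibitor IX positive control for full effect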
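assay system = human HeLa cells, endogenous beta-catenin | times = compound treatment 24 h, 37°C, 5% CO2 | detection = Anti-beta-catenin immunofluorescence on PFA-fixed, Triton-permeabilized cells, DAPI nuclei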
West Nile antiviral – West Nile virus antiviral activity, cell-based, CPE readout (AID 1621); West Nile virus-infected cells, CPE inhibition; higher % means a stronger effect; CPE inhibition, % at 10 µM, or IC50 in µM where a hit was titrated; 0.02% of 290,000 active; in the data active = a potency from the dose series; inconclusive = CPE inhibition mostly from about 3.7% at the one dose, without a potency; inactive = the rest, 99 in 100 with CPE inhibition below about 2.2%; note: strong numbers were not always called active
WT yeast gro inh – growth inhibition of WT yeast, mitochondrial fusion screen. mitochondrial fusion phenotypic screen, WT strain. inhibition, % at 10 µM. 2.1% of 190,000 active. AID 1362; in the data active = inhibition above about 58%; tested in S. cerevisiae
Rac1 GTP hydrolysis – MgcRacGAP GTPase-activating activity inhibitors, confirmation, biochemical, ADP Hunter fluorescence | MgcRacGAP-stimulated Rac1 GTP hydrolysis, ADP Hunter fluorescence; higher % means a stronger effect; GST-tagged Rac1 F28L mutant substrate | 0.6% of 340,000 active | one-dose inhibition, % at 30 µM; IC50 in µM for titrated hits;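 active = first-screen hits whose inhibition reached a set limit at any dose in the follow-up dose series; inconclusive = inhibition above the set first-screen limit but never retested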;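 note: fluorescence reports GDP produced by GAP-driven GTP hydrolysis; strong numbers were not always called active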
Myeloid diff MLP – myeloid differentiation induction; ER-HoxA9 myeloid progenitors, lysozyme-GFP differentiation, flow cytometry; AID 624256; 1% of 360,000 active; calls only at 10 µM;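 active = normalized GFP-positive differentiation at or above the plate's own cutoff, the solvent-only control mean plus 3 SD; inconclusive = no clear call, values can overlap the other calls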;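 note: cells exposed to compound for four days before flow analysis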
PhoP inhibition – PhoP-dependent GFP reporter repression – Salmonella Typhimurium, primary screen (AID 1863) | 0.16% of 300,000 active | inhibition, % at 50 µM; hits with a dose series show IC50 in µM | S. Typhimurium PhoP-regulated promoter GFP reporter, 4 h; higher % means a stronger effect;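 active = inhibition over 29.93%, a cutoff 3 SD above the screen mean, later confirmed by dose response; inconclusive = inhibition over 29.93% but no dose response follow-up; inactive = inhibition at most 29.93% or unconfirmed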;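 note: 0% = low Mg2+ inducing control and 100% = high Mg2+ repressing control; strong numbers were not always called active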
WT yeast gro inh mutant strain – second read-out of WT yeast gro inh, no call of its own (marks repeat the call); inhibition, %; mitochondrial fusion phenotypic screen, mutant strain inhibition
bCat nuc transl cell count 5 µM – further read-out of bCat nuc transl, marked with its call; cell count; measured here: cell count, cytotoxicity flag
T cell modulator vesicle-bound % – second read-out of T cell modulator, no call of its own (marks repeat the call); double positive events, %; measured here: CD8+ vesicle-bound cell fraction;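 binding gate set so that unloaded-vesicle control wells show 10% double positive cells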
Myeloid diff MLP GFP+ MAC1+ % – also measured in Myeloid diff MLP; calls as there; GFP+ MAC1+ double positive, %; measured here: differentiation confirmed by MAC1 staining
The depositor's hits bear a star; i = inactive; ? = inconclusive; nt = no result given; + = active, no number.

SMILES	SV40 large T antigen	RSV CPE inhibition	T cell modulator	T cell modulator vesicle-bound %	bCat nuc transl	bCat nuc transl cell count 5 µM	West Nile antiviral	WT yeast gro inh	WT yeast gro inh mutant strain	Rac1 GTP hydrolysis	Myeloid diff MLP	Myeloid diff MLP GFP+ MAC1+ %	PhoP inhibition
CC(C)CCNC(=O)CCCn1c(=O)[nH]c2ccc(Br)cc2c1=O	nt	0.7%	i	30	-4.3	1452	-0.4%	4	-29	-3%	i	0.4	-7%
c1ccc(-c2cc(N3CCCCC3)nc(-c3ccccc3)n2)cc1	9%	2.2%	i	10	-1.7	1196	0.1%	-3	-5	4%	i	0.5	-6%
CCOC(=O)C1CCc2nc3ccccc3c(=O)n21 (stereo unspecified)	27%	0.9%	i	41	-8.0	939	0.3%	97*	18*	9%	i	0.6	-1%
O=C(CCCSc1nc2ccccc2[nH]1)Nc1ccccc1	8%	2.8%	i	51	-1.5	1061	0.5%	-8	3	-2%	i	0.7	9%
COc1cccc(-c2cn3nc4c(nc3n2)CCCC4)c1	21%	0.1%	i	12	-1.1	1240	0.3%	2	4	16%	i	1.1	3%
CCCCNC(=O)CSc1nc(N)c(C(=O)Nc2ccc(OC)cc2)s1	9%	1.2%	i	33	-1.4	1196	-0.7%	nt	nt	7%	i	0.8	-12%
CC1=C(CC(=O)O)c2cc(F)ccc2/C1=C/c1ccc(S(C)=O)cc1 (stereo unspecified)	16%	1.4%	i	63	nt	nt	-0.1%	nt	nt	9%	i	2.8	7%
N#CC1(NC(=O)COC(=O)c2ccccc2[N+](=O)[O-])CCCCC1	13%	-0.6%	i	20	nt	nt	nt	nt	nt	3%	i	0.3	-5%
COC(=O)c1ccccc1N/C=C1\CCc2c(c(C)nn2-c2ccccn2)C1=O	-4%	2.7%	i	12	0.2	1362	0.2%	4	-8	5%	i	0.8	-2%
CC(=O)Nc1c(C(=O)O)oc2ccc(Cl)cc12	3%	-1.4%	i	22	2.0	911	nt	6	17	2%	i	0.8	-4%
NS(=O)(=O)c1ccc(NC(=O)c2ccc(-c3ccccc3)cc2)cc1	5%	nt	nt	nt	-2.3	1070	-0.6%	-9	-11	nt	i	0.2	-2%
COc1ccc(C(=O)n2c(C)c(CCO)c(=O)n2C)cc1	10%	0.7%	i	67	0.9	1062	-0.2%	-12	6	6%	i	0.1	2%
CC(NC(=O)C1CCC1)c1ccc(Cl)cc1 (stereo unspecified)	4%	1.9%	i	44	nt	nt	0.2%	13	22	9%	i	0.5	1%
COc1cnc(-c2ccccc2)nc1Oc1cccc(C)c1C	6%	1.4%	i	29	nt	nt	-0.1%	30	7	1%	i	1.2	-2%
COc1ccc(C(=O)Nc2nc(C)cs2)cc1S(=O)(=O)N1CCCC1	17%	3.2%	i	56	-1.3	1113	0.0%	0	7	0%	i	1.1	0%
CC(C)NC(=O)CN1CCN(c2ncccn2)CC1	0%	1.9%	i	28	-2.7	1094	0.4%	-1	-1	?	i	1.5	10%
O=C(O)C(C(=O)O)=C1C2CC3CC(C2)CC1C3	15%	-0.8%	i	33	-1.5	1347	0.2%	nt	nt	11%	i	0.2	nt
CCN(CC)C1=N/C(=C\c2ccc(OC)cc2)C(=O)N1c1ccccc1	3%	4.5µM*	i	48	nt	nt	-0.8%	16	-3	2%	i	0.5	-11%
CC(=O)N1CCN(CC(=O)Nc2cc(F)ccc2C)CC1	0%	1.5%	i	40	nt	nt	-0.1%	nt	nt	-6%	i	1.4	1%
CCOc1ccc(NC(=S)NC23CN4CN(CN(C4)C2)C3)cc1	12%	1.1%	i	28	nt	nt	0.0%	0	0	1%	i	0.3	-6%

The closing 2 compounds of the part above come first, to join the parts.
SMILES	SV40 large T antigen	RSV CPE inhibition	T cell modulator	T cell modulator vesicle-bound %	bCat nuc transl	bCat nuc transl cell count 5 µM	West Nile antiviral	WT yeast gro inh	WT yeast gro inh mutant strain	Rac1 GTP hydrolysis	Myeloid diff MLP	Myeloid diff MLP GFP+ MAC1+ %	PhoP inhibition
CC(=O)N1CCN(CC(=O)Nc2cc(F)ccc2C)CC1	0%	1.5%	i	40	nt	nt	-0.1%	nt	nt	-6%	i	1.4	1%
CCOc1ccc(NC(=S)NC23CN4CN(CN(C4)C2)C3)cc1	12%	1.1%	i	28	nt	nt	0.0%	0	0	1%	i	0.3	-6%
COCCOC(=O)C1=C(N)Oc2c(oc(CO)cc2=O)C1c1c(F)cccc1Cl (stereo unspecified)	-5%	0.0%	i	21	nt	nt	-0.1%	-5	-6	2%	i	1.3	-3%
O=C(Oc1ccc2ccccc2c1)c1cncc(Br)c1	3%	4.1%	i	31	nt	nt	0.1%	-2	6	-5%	i	2.3	-2%
Cc1ccc(S(=O)(=O)CCSc2nc(C)cc(C)c2C#N)cc1	-6%	1.4%	i	10	nt	nt	-0.5%	-12	16	6%	+	18*	8%
CCCCOc1ccc(-c2ncc(Cl)cn2)cc1	5%	-0.3%	i	7	2.5	905	-0.2%	1	-20	4%	i	6.2	6%
CCC(=O)Nc1ccc(N2CCCCC2)c(C(=O)Nc2ccc(OC)cc2)c1	5%	4.7%	i	55	nt	nt	-0.9%	nt	nt	1%	?	nt	10%
CCc1ccccc1NC(=O)c1ccc(-n2c(C)ccc2C)cc1	-12%	3.6%	i	32	-1.5	1375	-0.5%	7	-3	7%	i	1.3	11%
O=C(COC(=O)CSc1ccc2ccccc2c1)NC1CC1	6%	2.3%	i	42	-0.5	1087	-0.8%	-16	0	0%	i	0.5	-24%
COc1ccc(CN2C(=O)/C(=C/c3ccncc3)SC2=S)cc1	25%	48%	i	47	-0.4	576	?	0	-37	9%	i	1.1	10%
Cc1nc2ccccc2c2oc(C(=O)N3CCCC(C)C3)cc12 (stereo unspecified)	19%	-0.8%	i	44	nt	nt	1.6%	nt	nt	14%	i	1.7	0%
COc1cc2ccccc2cc1C(=O)Nc1cccnc1	2%	0.7%	i	57	nt	nt	-0.2%	8	3	5%	i	0.6	-1%
COc1ccc(N2CCSC2C(=O)NN)cc1 (stereo unspecified)	8%	1.3%	i	46	-1.1	1077	0.2%	-11	-2	10%	i	0.7	1%
O=C(c1ccccc1SCc1ccccc1)N1CCCCCC1	7%	7.5%	i	52	1.5	920	-0.3%	6	-3	-1%	i	0.3	1%
CCc1ncc(/C=C2\C(=O)Nc3ccccc32)[nH]1	11%	0.6%	i	23	-1.3	1328	-0.8%	nt	nt	6%	?	nt	-11%
Cc1ccc2nc(-c3cccnc3SCC(=O)N3c4ccccc4CC3C)[nH]c2c1 (stereo unspecified)	2%	3.8%	i	24	-0.1	1006	-0.4%	-15	-10	2%	nt	nt	-3%
CC1(C)CC(=O)C(C=Nc2ccc3[nH]ncc3c2)=C(O)C1	21%	-0.3%	i	13	-0.2	1013	-0.1%	84*	34*	6%	i	1.9	8%
CC(C)(C)NC(=O)CN(Cc1cccs1)C(=O)c1csnn1	1%	1.0%	i	29	-4.2	1138	0.1%	-6	-2	5%	i	0.6	-4%
Cc1cccc(OCC(=O)N2CCN(C(=O)c3ccco3)CC2)c1	8%	-0.8%	i	12	0.7	1522	0.1%	-13	-4	1%	i	0.2	2%
Cc1cnc(NC(=O)CCN2C(=O)C3CCCCC3C2=O)s1 (stereo unspecified)	9%	7.6%	i	24	3.5	1078	0.1%	-6	2	2%	i	0.1	-3%
COc1ccccc1Oc1ccnc2cc(Cl)ccc12	7%	5.5%	i	25	nt	nt	-0.1%	nt	nt	3%	i	0.6	5%
O=C(NCCc1ccccc1)C(=O)c1c(-c2ccccc2)cc2ccccn12	28%	0.9%	i	25	-0.5	1129	-0.7%	-5	-11	4%	i	0.2	2%
CC(C)(C)NC(=O)C(c1ccc(Cl)cc1)N(Cc1ccco1)C(=O)CCl (stereo unspecified)	11%	8.3%	i	44	nt	nt	-2.5%	nt	nt	5%	i	0.3	-3%
NC(=O)NC(CC(=O)N1CCc2ccccc2C1)c1ccc(Cl)cc1 (stereo unspecified)	14%	2.6%	i	36	nt	nt	0.3%	nt	nt	4%	i	0.6	-4%
COc1ccc(-c2cc(-c3n[nH]c(=S)n3-c3ccccc3OC)[nH]n2)cc1	32%	0.5%	i	55	-0.9	1009	1.2%	15	18	-1%	i	0.4	-15%
COc1ccc(C2=CC3=C(Br)C(=O)C(C)(OC(=O)C4CCCC4)C(=O)C3=CO2)cc1 (stereo unspecified)	?	4.0%	i	31	-1.8	1217	-0.2%	nt	nt	13%	i	3.5	-6%
CCC(C)[C@H](NC(=O)Nc1ccccc1F)C(=O)OC (stereo partly specified)	8%	1.0%	i	38	0.3	1306	0.0%	nt	nt	2%	i	0.5	-10%
CC(=O)c1ccccc1NC(=O)CSc1nnc(Cc2csc(C)n2)o1	-7%	-1.5%	i	52	nt	nt	nt	nt	nt	3%	i	1.1	-6%
COc1ccc(C(=O)C2CCCN(C(=O)c3cccs3)C2)cc1F (stereo unspecified)	nt	0.9%	i	34	0.0	1040	-1.1%	-10	1	6%	i	1.1	nt
Fc1ccc(Nc2cccc3nccnc23)cc1	0%	4.8%	i	43	nt	nt	-0.1%	20	6	8%	i	1.2	6%
COCCNC(=O)C(c1ccco1)N(Cc1ccc(OC)cc1)C(=O)Cn1nnc2ccccc21 (stereo unspecified)	0%	1.4%	i	47	-4.6	946	nt	6	-2	-5%	i	1.2	-5%
S=c1[nH]nc(-c2ccncc2)n1Cc1ccccc1	14%	0.2%	i	20	-4.3	1054	-0.6%	7	5	15%	i	2.5	5%
NC(=O)c1ccsc1NC(=O)CS(=O)(=O)c1ccc(Cl)cc1	6%	-0.5%	i	23	nt	nt	-0.6%	nt	nt	-1%	i	0.0	3%
Cc1oc(-c2ccccc2)cc1C(=O)Nc1cccc(C(=O)O)c1	10%	0.6%	i	24	nt	nt	0.6%	1	-3	16%	i	9.5	-4%
COc1ccc(C(=O)Nc2cc(OC)cc(OC)c2)cc1	10%	2.0%	i	35	0.1	1326	-0.2%	15	22	9%	i	0.8	3%

Compound activity (PubChem BioAssay)
